Assay outcomes (PubChem)
AT treatment = potential ataxia-telangiectasia treatments restoring KAP-1 phosphorylation | […] A-T fibroblasts, KAP-1 phosphorylation AlphaLISA; neocarzinostatin DNA damage 30 min before lysis | Potency, µM (top dose mostly 57.5 µM), for the others: at the top dose activation, hits mostly activators | hit rate 0.19% among 320,000; note: potency is the fitted concentration of half-maximal effect; % of control where 0% means no effect; nearly all actives have a fitted effect of over 45% in size
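hTERT-immortalized A-T patient fibroblasts ([…]), 500 cells/well in OPTI-MEM, 1% FBS, got compounds for 60 min, then NCS for 30 min at 37C. Lysates were then assayed for phospho-KAP-1 by AlphaLISA (anti-pKAP1 donor, anti-KAP1 acceptor beads), 6 hr at 25C.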
p53 reactivation = mutant p53 re-activation in reporter cells | H1299 p53-A138V BP100-luciferase reporter, luminescence, 24 h | Potency, µM (top dose mostly 92.2 µM), for the others: at the highest dose activity change, positive = activation, usual class: activators | hit rate 0.063% among 320,000 | AID 504706; note: potency is the fitted concentration of half-maximal effect; % of control where 0% means no effect; nearly all actives have a fitted effect of over 45% in size
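H1299 (p53-null), stable ts p53-A138V + BP100-Luc; 1000 cells/well, Opti-MEM/10% FBS; cpd 4 pt, 1:5; 24 h, 37 deg C, 5% CO2; detection reagent 10 min RT; luminescence.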
Integrin act MD = activates integrin-mediated alleviation for muscular dystrophy | hit rate 0.064% among 350,000 | Potency, µM (top dose mostly 38.3 µM), inactives show at the highest dose activation, most hits filed as activators | alpha7betagal myoblasts, beta-gal FDG fluorescence, 48 h;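 note: potency is the fitted concentration of half-maximal effect; 100% = response of the positive control SU9516; nearly all actives have a fitted effect of over 60% in size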
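alpha7betagal+/- myoblasts (passage 13, 250/well) treated 48 h at 37C with compounds at 1:260 dilution of DMSO stock. Lysed, then beta-galactosidase activity read as FDG fluorescence (ex 480/em 540) after 30 min, with pre-read for autofluorescence.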
TCR act = T cell receptor activation. primary human leukocytes, anti-CD3, IL-2 HTRF, 48 h. Potency, µM (highest dose often 9.22 µM), inactives show at the highest dose activation of IL-2 secretion, actives largely listed as activators. 330,000 tested, under 10 active. AID 504894; note: % of control where 0% means no effect
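IL-2 release read by HTRF sandwich (Eu cryptate donor, d2 acceptor, 665 nm emission) after 48 hr exposure of primary human leukocytes to compound together with anti-CD3 beads in the absence of co-stimulatory signals.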
B2AR arrestin = recruits beta-arrestin to the human beta2-adrenergic receptor; P07550; beta-arrestin recruitment to beta2AR, cell-based reporter; Potency, µM (doses to about 46.1 µM), inactives show top-dose activation, hits mostly activators; hit rate 0.02% among 330,000; AID 492947;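 note: potency is the fitted concentration of half-maximal effect; 0% = DMSO controls and full agonism = EC100 isoproterenol or metaproterenol; nearly all actives have a fitted effect of over 65% in size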
TSG101-PTAP inh = blocks PTAP/TSG101 interaction to inhibit HIV-1 budding | 340,000 tested, under 10 active | Potency, µM (highest dose often 115 µM), for inactives: at the highest dose activity change, negative = inhibition, usual class: inhibitors | Fluorescence polarization, FITC-PTAP peptide / Tsg101 binding | Q99816; active = well fitted inhibition curve with a large enough effect in the main read-out, with a control signal flat, not every such curve was filed as active; inconclusive = small, poorly fitted or top-dose-only effect, or effect the other way, or a change in a side signal; inactive = no such curve, though single readings can be large or run the other way; note: potency is the fitted concentration of half-maximal effect; % of control where 0% means no effect
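FP read-out: FITC-PTAP peptide, 50 nM final, binding Tsg101 binding domain, 10 uM final; 20 min, r.t.; 10 mM HEPES pH 7.5, 0.15 M NaCl, 0.01% Tween 20, 3 mM EDTA, 0.1 mM TCEP.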
TRPV1 ag = human TRPV1 agonism; Q8NER1; TRPV1-expressing cells, Fluo-8 calcium influx, agonist mode; activation, % at 8.33 µM; hit rate 0.19% among 320,000; AID 540275; in the data active = activation above about 80%; inconclusive = between about 30% and that limit; note: 0% is about no effect
Target sequence (Q8NER1 whole entry, looked up): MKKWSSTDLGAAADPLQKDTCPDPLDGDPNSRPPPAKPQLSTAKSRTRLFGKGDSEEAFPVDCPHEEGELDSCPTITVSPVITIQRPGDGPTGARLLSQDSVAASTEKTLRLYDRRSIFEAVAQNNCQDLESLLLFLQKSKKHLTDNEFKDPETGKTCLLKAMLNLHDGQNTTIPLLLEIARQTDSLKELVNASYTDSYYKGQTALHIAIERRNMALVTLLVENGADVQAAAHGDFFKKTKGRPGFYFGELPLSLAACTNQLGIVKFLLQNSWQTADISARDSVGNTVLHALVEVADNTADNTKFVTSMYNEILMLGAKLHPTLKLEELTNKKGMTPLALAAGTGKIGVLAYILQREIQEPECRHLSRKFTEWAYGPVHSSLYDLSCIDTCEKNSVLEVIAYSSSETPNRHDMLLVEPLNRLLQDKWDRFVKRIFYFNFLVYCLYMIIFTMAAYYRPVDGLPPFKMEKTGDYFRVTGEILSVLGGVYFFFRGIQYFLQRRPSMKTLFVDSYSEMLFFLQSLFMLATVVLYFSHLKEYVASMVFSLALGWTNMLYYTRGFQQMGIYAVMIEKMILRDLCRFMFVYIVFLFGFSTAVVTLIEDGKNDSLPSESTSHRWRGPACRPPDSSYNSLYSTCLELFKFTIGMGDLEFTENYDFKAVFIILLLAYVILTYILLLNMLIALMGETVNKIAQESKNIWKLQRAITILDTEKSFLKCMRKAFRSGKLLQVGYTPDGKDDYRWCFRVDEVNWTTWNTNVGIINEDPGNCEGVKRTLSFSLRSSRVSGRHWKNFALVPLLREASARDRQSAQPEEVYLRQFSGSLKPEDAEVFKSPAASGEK
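TRPV1-expressing cells were cultured overnight at 35.5C and loaded with Fluo-8 calcium dye for 40 to 90 min at room temperature. After a 10 s baseline, compound was added and calcium influx was read kinetically for 3 min (ex 480/em 520 nm).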
BRCA1 expr up = activators of BRCA1 expression | MCF7-BRCA1-FFLuc reporter, luminescence, 48 h; response scale: scaled: vehicle 0%, 10 µM genistein 100% | Potency, µM (series often up to 46.1 µM), without a hit: top-dose activation, usual class: activators | hit rate 1.1% among 380,000; note: potency is the fitted concentration of half-maximal effect; nearly all actives have a fitted effect of over 80% in size; some results filed as inactive show a strong effect at the top dose
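MCF7-BRCA1-FFLuc cells, 2000/well in phenol-red-free MEM, attached 2 h then treated 48 h at 37 C. Luciferase luminescence read 15 min after reagent; normalized to genistein maximum activation (10microM) and DMSO, concentration-response fitted.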
MLL CXXC-DNA inh = MLL CXXC-DNA interaction inhibition; Q03164; MLL-CXXC / FITC-HOXA9 DNA fluorescence polarization; Potency, µM (highest dose often 115 µM), without a hit: at the highest dose activity change, negative = inhibition, hits mostly inhibitors; hit rate 0.037% among 290,000; active = well fitted inhibition curve with a large enough effect in the polarisation, with a control signal flat, not every such curve was filed as active; inconclusive = small, poorly fitted or top-dose-only effect, or effect the other way, or a change in a side signal; inactive = no such curve, though single readings can be large or run the other way; the % refers to the polarisation; note: potency is the fitted concentration of half-maximal effect
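Purified MLL-CXXC (added from a 7 uM solution) was preincubated 5 min at ambient with pinned compounds in 50 mM Tris-HCl pH 7.5, 50 mM NaCl, 1 mM DTT, 0.05% BSA. Fluorescein-labeled HOX-A9 DNA (50 nM solution) followed, 30 min, then polarization read.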
ELG1 repair inh = inhibitors of ELG1-dependent DNA repair in HEK293T cells; hit rate 2.3% among 330,000; HEK293T ELG1-luciferase reporter, luminescence, 16 h; DNA damage induced by 5-fluorouridine; AID 504467; Potency, µM (highest dose often 46.1 µM), inactives show top-dose activity change, negative = inhibition, usual class: inhibitors; note: potency is the fitted concentration of half-maximal effect; % is set by controls: 0 for no effect and ±100 for the full control effect; nearly all actives have a fitted effect of over 55% in size
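Quantitative HTS, concentration-response format. 2,000 cells/well co-treated with 5-fluorouridine and compound, 16 hr in 5% CO2 at 37 °C; ONE-Glo luminescence read after 30 min.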
The depositor's hits bear a star; ? = inconclusive; nt = not tested or not shown; [ ] = another dose, or the depositor's remark. Unless noted, calls come from the whole dose curve; as a rule, active = well fitted curve in the direction sought with a large enough effect; inconclusive = small, poorly fitted or top-dose-only effect, or another doubt; inactive = no such curve, though single readings can be large; an effect the other way counts as inactive or inconclusive.

SMILES	AT treatment	p53 reactivation	Integrin act MD	TCR act	B2AR arrestin	TSG101-PTAP inh	TRPV1 ag	BRCA1 expr up	MLL CXXC-DNA inh	ELG1 repair inh
COc1ccccc1N(C)S(=O)(=O)c1ccc(Cl)c(C(=O)NCc2cccnc2)c1	10%	2%	-2%	1%	-0.5%	-1%	2	28%	nt	7%
Cc1nc(-c2ccccc2)nc2[nH]ccc(=O)c12	nt	9%	8%	nt	0.0%	-3%	24	75%	32%[activator]	?
CC(C)OC(=O)C1C(=O)CC(C)(O)C(C(=O)OC(C)C)C1c1cccc(O)c1 (configuration not stated)	-1%	7%	-7%	1%	-0.2%	-1%	2	2%	6%	-11%
CCC(=O)N1CCCN(S(=O)(=O)c2ccc(C)cc2)C1c1ccc(OC)cc1 (configuration not stated)	5%	2%	43%	-2%	-1.6%	-7%	6	-39%	?	5%
N=c1n(CC(=O)c2ccc([N+](=O)[O-])cc2)c2ccccc2n1Cc1ccccc1	6%	5%	-53%[inhibitor]	-2%[46.1 µM]	-0.4%	30%[activator]	4	-54%	37%[activator]	4%
Cc1nn(Cc2ccccc2)c2sc(C(=O)NCc3cccnc3)cc12	2%	-11%	-28%	-4%	0.2%	-6%	?	-43%	-10%	?
NC1=NCc2ccccc21	4%	-4%	12%	-6%	-0.2%	1%	-1	0%	1%	4%
COc1ccc(/C=C/C(O)=C2/C(=O)N(C)C3(C)CC2c2ccccc2O3)cc1 (configuration not stated)	3%	-10%	-46%[inhibitor]	0%	-0.2%	0%	3	-104%[inhibitor]	-12%	?
CC1CN(C(=O)CCC(=O)NC2CCN(Cc3ccccc3)CC2)c2ccccc2O1 (configuration not stated)	-9%	nt	-34%	11%	-0.7%	1%	-3	-9%	nt	2%
O=C(/C=C/c1ccco1)Nc1cc(Cl)ccc1C(=O)O	6%	23%	26%	3%[46.1 µM]	-0.4%	-7%	-6	8%	0%	21%
CCOC(=O)c1c(C)nc(C(Cl)(Cl)Cl)nc1N	2%	?	9%	-3%	0.0%	-6%	-4	23%	4%	?
COc1ccc(N2CCCn3c2nc2c3c(=O)n(Cc3ccccc3)c(=O)n2C)c(OC)c1	0%[11.5 µM]	2%	18%	4%	0.2%	-3%	5	-8%	8%	?
NC1=NC(=O)C(CC(=O)c2ccc(Cl)cc2)S1 (configuration not stated)	3%	?	6%	10%[46.1 µM]	0.1%	-1%	-4	-6%	10%	14%
Cn1c(-c2ccc(=O)[nH]c2)nc2ccccc21	3%	0%	-21%	1%	-0.3%	2%	-2	0%	1%	?
COc1cccc(CNC(=O)COC(=O)CCS(=O)(=O)c2ccc(C)cc2)c1	-3%	0%	0%	-8%	-0.4%	1%	13	-17%	nt	9%
O=C(NCCN1CCOCC1)NC1(C(F)(F)F)Oc2ccc(Cl)cc2O1 (configuration not stated)	1%	?	-2%	6%	-0.2%	-4%	7	-44%	-3%	-20%
CC(C)(C)OC(=O)N1CC=C2C(C#N)=C(N)C(C#N)(C#N)C(c3cccs3)C2C1 (configuration not stated)	-12%	-11%	?	-4%	-0.1%	-5%	nt	-35%	-8%	-22%
Cc1cccc(Cn2cnc3ccccc32)c1	nt	-1%	19%	18%	-3.1%	-3%	2	16%	6%	?
COCCCN1C(=O)C(=O)/C(=C(/O)c2ccc(S(=O)(=O)N3CCOCC3)cc2)C1c1ccc(C)cc1 (configuration not stated)	-6%	17%	0%	-4%	-0.4%	0%	-5	-2%	31%[activator]	3%
CC(/C=N\NC(=O)CN1CCN(Cc2ccccc2)CC1)=C\c1ccco1	-3%	-8%	-18%	1%[46.1 µM]	-0.5%	-7%	0	-1%	4%	?
Cc1[nH]c2ccccc2c1C(=O)COC(=O)C1CCC1	6%	-9%	11%	2%	-1.2%	-1%	2	-11%	1%	-4%
CC(C)c1ccccc1NC(=S)NN(Cc1ccccc1)c1ccccc1	12%	8%	19%	6%	1.6%	-6%	?	-44%	11%	3%
CCOC(=O)c1c(NC(NC(C)=O)C(Cl)(Cl)Cl)sc(C(C)=O)c1C (configuration not stated)	6%	2%	16%	-4%	0.0%	-5%	-6	-36%	3%	?
C=CCS/C(=N\n1cnc2ccccc2c1=O)N1CCCCC1	10%	?	10%	3%	0.0%	-6%	0	97%	-3%	?
COc1ccc(S(=O)(=O)N(CC(=O)NCCC(C)C)c2ccccc2)cc1OC	1%	-1%	-55%[inhibitor]	2%	-0.6%	-2%	4	-25%	-16%	-4%

Part of the list above, comma-delimited.
structure,AT treatment,p53 reactivation,Integrin act MD,TCR act,B2AR arrestin,TSG101-PTAP inh,TRPV1 ag,BRCA1 expr up,MLL CXXC-DNA inh,ELG1 repair inh
COc1cccc(CNC(=O)COC(=O)CCS(=O)(=O)c2ccc(C)cc2)c1,-3%,0%,0%,-8%,-0.4%,1%,13,-17%,nt,9%
O=C(NCCN1CCOCC1)NC1(C(F)(F)F)Oc2ccc(Cl)cc2O1 (configuration not stated),1%,?,-2%,6%,-0.2%,-4%,7,-44%,-3%,-20%
CC(C)(C)OC(=O)N1CC=C2C(C#N)=C(N)C(C#N)(C#N)C(c3cccs3)C2C1 (configuration not stated),-12%,-11%,?,-4%,-0.1%,-5%,nt,-35%,-8%,-22%

More entries:
SMILES	AT treatment	p53 reactivation	Integrin act MD	TCR act	B2AR arrestin	TSG101-PTAP inh	TRPV1 ag	BRCA1 expr up	MLL CXXC-DNA inh	ELG1 repair inh
CC(=O)N1CCc2cc(S(=O)(=O)NCCC(=O)NC3CCCCCC3)ccc21	-4%	10%	5%	-4%	-0.1%	-4%	1	2%	5%	-5%
COc1ccc(CCNC(=O)COC(=O)Cn2cnc3ccccc32)cc1OC	6%	3%	-40%	15%	0.1%	-3%	0	1%	-2%	3%
Cc1nn(C)c(C)c1CNC(=O)c1cc2n(n1)C(C(F)(F)F)CC(c1cccs1)N2 (configuration not stated)	1%	-10%	-57%[inhibitor]	nt	-0.2%	-4%	2	-67%	11%	-15%
CC(=O)Nc1ccc(NC(=O)Cn2cc3c(n2)CCC(C)C3)cc1 (configuration not stated)	2%	-4%	nt	0%[46.1 µM]	-1.8%	nt	2	nt	4%	8%
N#C/C(=C/c1ccc(N2CCCC2)c([N+](=O)[O-])c1)c1nc2ccccc2[nH]1	0%	7%	-21%	9%	-1.1%	-8%	17	19%[1.84 µM]	-8%	?
O=C(COC(=O)/C=C/c1ccc(Cl)cc1)Nc1ccc2c(c1)OCCO2	-10%	2%	15%	4%[46.1 µM]	-0.5%	0%	?	-22%	-2%	16%
O=C(CC1CCCCC1)NC1CCCC1	-11%	27%	17%	-14%	-0.3%	-3%	1	?	0%	?
CCOc1ccc(NC(=O)c2ccc3c(c2)CCN3S(C)(=O)=O)cc1	-12%	9%	16%	-1%	2.2%	?	?	0%	-3%	-8%
CCCCN(C(=O)C(CCSC)N1C(=O)c2ccccc2C1=O)c1c(N)n(CCC)c(=O)[nH]c1=O (configuration not stated)	-4%	-4%	-39%	0%	0.1%	-3%	2	-4%	nt	5%
Cc1ccc(S(=O)(=O)NCC(=O)N2CCCC2)cc1	6%	-2%	19%	4%	-0.1%	-11%	-2	4%	-12%	7%
Cc1ccccc1N(C(=O)CNC(=O)c1ccco1)C(C(=O)NC1CCCCC1)c1cccnc1 (configuration not stated)	8%	0%	0%	4%	-0.4%	3%	-7	-8%	-4%	7%
Cc1ccc(C(=O)Cn2cc([N+](=O)[O-])nc2C)cc1	-2%	-2%	1%	-64%	-0.2%	-4%	4	-1%	-8%	17%
O=C(C1CCCN(Cc2ccc3c(c2)OCO3)C1)N1CCCC1 (configuration not stated)	-3%	0%	18%	-1%	-0.1%	0%	-1	13%	-2%	2%
CC(C)Cc1cc(C(=O)NCCCN2CCOCC2)no1	15%	2%	1%	3%	3.1%	-2%	16	0%	-11%	-11%
COC(=O)CCC(=O)N(CCN(Cc1ccccc1)C(=O)CCC(=O)OC)Cc1ccccc1	nt	nt	11%	-2%	nt	-5%	nt	-4%	nt	nt

Sorted by number of heavy atoms (low to high): 4 of the compounds above.
SMILES	AT treatment	p53 reactivation	Integrin act MD	TCR act	B2AR arrestin	TSG101-PTAP inh	TRPV1 ag	BRCA1 expr up	MLL CXXC-DNA inh	ELG1 repair inh
CC(C)Cc1cc(C(=O)NCCCN2CCOCC2)no1	15%	2%	1%	3%	3.1%	-2%	16	0%	-11%	-11%
CC(=O)N1CCc2cc(S(=O)(=O)NCCC(=O)NC3CCCCCC3)ccc21	-4%	10%	5%	-4%	-0.1%	-4%	1	2%	5%	-5%
COc1ccc(CCNC(=O)COC(=O)Cn2cnc3ccccc32)cc1OC	6%	3%	-40%	15%	0.1%	-3%	0	1%	-2%	3%
COC(=O)CCC(=O)N(CCN(Cc1ccccc1)C(=O)CCC(=O)OC)Cc1ccccc1	nt	nt	11%	-2%	nt	-5%	nt	-4%	nt	nt
